Assay outcomes deposited in PubChem BioAssay by several laboratories.
CHRM5 PAM = potentiates acetylcholine response at human M5 receptor. CHO-K1 hM5, Fluo-8 calcium, ACh EC20 PAM; 0% = ACh EC20, 100% = ACh EC100. activation, % at 3 µM. 360,000 tested, 0.3% active;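 active = activation above the run cutoff, the mean activation of all test compounds plus 3 SD, cut at about 18% in these data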
Target sequence (P08912 whole entry, looked up): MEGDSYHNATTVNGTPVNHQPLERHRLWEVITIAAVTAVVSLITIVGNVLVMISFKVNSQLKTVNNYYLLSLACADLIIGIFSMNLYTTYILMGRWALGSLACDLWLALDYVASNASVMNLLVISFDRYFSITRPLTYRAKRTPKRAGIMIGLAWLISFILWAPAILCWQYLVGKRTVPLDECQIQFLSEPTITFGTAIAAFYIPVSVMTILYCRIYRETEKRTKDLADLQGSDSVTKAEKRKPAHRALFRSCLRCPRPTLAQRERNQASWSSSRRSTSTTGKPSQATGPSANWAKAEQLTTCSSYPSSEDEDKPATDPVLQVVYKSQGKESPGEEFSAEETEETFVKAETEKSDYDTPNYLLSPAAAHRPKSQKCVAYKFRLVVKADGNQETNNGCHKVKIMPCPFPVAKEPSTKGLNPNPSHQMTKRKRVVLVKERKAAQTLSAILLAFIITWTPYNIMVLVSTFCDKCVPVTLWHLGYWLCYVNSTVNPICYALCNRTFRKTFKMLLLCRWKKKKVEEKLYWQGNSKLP
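Replicates: One well per compound, no replicates | System: Human M5 receptor in CHO-K1 cells | Benchmarks: Low control EC20 acetylcholine (0%), high control EC100 acetylcholine (100%) | Probe or stimulus: Acetylcholine, EC20 level | Times: Fluo-8 loading 80 min at 37 °C plus 30 min room temperature | Signal: Intracellular calcium via Fluo-8 fluorescence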
CRFR2-BP antag = blocks CRF-induced signaling of the CRF-BP/CRF-R2 complex | HEK293 CRF-R2/CRF-BP, CRF-induced calcium fluorescence | 350,000 tested, 0.59% active | AID 588475 | inhibition, % at 11.8 µM;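 active = inhibition of the ligand-induced calcium signal above about 50% at the single tested concentration, limit read from the data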
TAAR1 agonist = human TAAR1 agonism; CHO RD-HGA16 TAAR1, Fluo-8 calcium fluorescence; vehicle wells 0%, saturating PEA agonist 100%; activation, % at 3 µM; AID 624467; 360,000 tested, 0.99% active; Q96RJ0;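 active = activation above the mean activation of all test compounds in the run plus 3 SD, cut at about 38% in these data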
Target sequence (Q96RJ0 whole entry, looked up): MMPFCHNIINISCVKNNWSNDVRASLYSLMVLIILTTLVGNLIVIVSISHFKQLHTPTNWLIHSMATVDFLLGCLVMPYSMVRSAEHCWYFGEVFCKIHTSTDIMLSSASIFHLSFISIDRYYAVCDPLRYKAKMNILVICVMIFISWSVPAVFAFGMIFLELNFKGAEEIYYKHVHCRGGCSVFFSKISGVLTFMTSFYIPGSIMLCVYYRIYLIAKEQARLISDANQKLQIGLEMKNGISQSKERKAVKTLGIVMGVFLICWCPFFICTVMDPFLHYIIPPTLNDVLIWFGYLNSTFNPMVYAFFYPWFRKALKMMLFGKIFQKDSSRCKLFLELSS
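Test system: RD-HGA16 (CHO) cells co-expressing Gα16 and hTAAR1 / Benchmarks: DMSO vehicle as 0%, PEA at EC100 as 100% / Repeats: no replicates (n 1) / Measure: % activation from peak over basal fluorescence ratio, DMSO-to-PEA scaled / Timing: 17-24 h plating, Fluo-8 75 min 37 °C, 30 min RT / Technique: kinetic Fluo-8 calcium fluorescence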
CRFBP-R2 agonist = CRF-BP/CRF-R2 complex agonism; activation, % at 13.2 µM; 350,000 tested, 0.46% active; HEK293 CRF-R2/CRF-BP, calcium dye fluorescence (FLIPR); percent of saturating CRF peptide response;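 active = activation of at least 50%, plus an integration ratio under a set limit after plate pattern correction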;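 also: plate controls were neutral control wells without compound for no effect and CRF at EC100 for full effect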
M5 ag = agonists of human muscarinic M5 receptor (CHRM5); 360,000 tested, 0.19% active; activation, % at 3 µM; CHO-K1 hM5 cells, Fluo-8 calcium fluorescence; 0% DMSO wells, 100% maximal acetylcholine response;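 active = activation above the run's mean over test compounds plus 3 SD, cut at about 23% in these data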;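 also: signal is peak over basal fluorescence ratio across the kinetic read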
TAAR1 antag = antagonists of human TAAR1. AID 624466. inhibition, % at 3 µM. CHO RD-HGA16 TAAR1, Fluo-8 calcium fluorescence, antagonist. 360,000 tested, 1.5% active;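 active = inhibition above a per-plate cutoff, the mean inhibition of test compounds on that plate plus 3 SD, cut at about 49% in these data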;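 also: 0% = DMSO plus EC80 beta-PEA response and 100% = DMSO alone without agonist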
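Test system – hTAAR1-expressing CHO RD-HGA16 cells, Gα16-coupled · Reagent – β-PEA at EC80 concentration, post-compound challenge · Compound dosing – 3 µM, single point · Timing – 140 s kinetic read after compound, 140 s after agonist · Detection – Fluo-8 intracellular calcium dye fluorescence, real-time kinetic reads · Control set – DMSO and EC80 PEA controls · Repeats – n of 1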
M4 PAM = potentiates acetylcholine response at human M4 receptor | P08173 | CHO-K1 hM4/Gqi5, Fluo-8 calcium fluorescence, ACh EC20; 0% = ACh EC20, 100% = maximal ACh | activation, % at 3 µM | 360,000 tested, 0.4% active;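 active = activation above its plate's cutoff, the mean activation of sample wells plus 3 SD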; also: some results filed as inactive read as strong as hits
M5 antag = blocks acetylcholine activation of human M5 receptor; P08912; CHO-hM5 cells, Fluo-8 calcium fluorescence, ACh EC80; inhibition, % at 3 µM; 360,000 tested, 0.59% active;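 active = inhibition above a per-plate cutoff, the mean of that plate's test compounds plus 3 SD, cut at about 27% in these data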;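 also: 0% = acetylcholine EC80 with DMSO and 100% = DMSO without agonist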
M1 PAM parental = M1 PAM counterscreen hit in parental CHO-K1 cells | ATP EC20, Fluo-8 calcium fluorescence; 0% at ATP EC20, 100% at ATP max | activation, % at 3 µM | 360,000 tested, 0.02% active;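 active = activation above the run cutoff, the mean activation of all test compounds plus 3 SD, cut at about 40% in these data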;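 also: peak over basal fluorescence ratio in a 140 s read after ATP addition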
An asterisk follows results filed as active; · = no result given.

SMILES	CHRM5 PAM	CRFR2-BP antag	TAAR1 agonist	CRFBP-R2 agonist	M5 ag	TAAR1 antag	M4 PAM	M5 antag	M1 PAM parental
CCC(CC)C(=O)N1CC(=O)Nc2ccc(Br)cc2C1c1ccccc1 (stereo not drawn)	0	15	-2	-1.9	1	-22	-4	-3	1
CCOc1ccccc1NC(=O)c1cccc2c1C(=O)N(C1CCCCC1)C2	1	3	-1	-0.2	-4	-17	0	13	17
COc1ccc2ccccc2c1CNCCCN1CCOCC1	11	67*	2	-2.0	-4	-9	0	0	19
Cc1ccc(-c2nc(CNC(=O)c3cc(C)on3)cs2)cc1	-7	-1	0	0.4	-2	-13	-10	18	-7
CN1CCN(C(=O)c2cccc(-c3ccc4nncn4c3)c2)CC1	-3	·	3	·	-1	-19	4	3	15
COc1ccccc1Nc1nc(C)cc(C)c1C(N)=O	-7	-5	7	0.2	-8	-1	-1	-4	2
O=C(CCCn1cnc2ccccc2c1=O)Nc1ccccc1F	4	2	2	-0.1	-1	-11	-3	-6	3
C/C(=C1/SC(N2CCOCC2)=NC1=O)c1ccc(Cl)cc1	-7	8	11	-1.6	-2	-1	3	2	-1
Brc1ccc(-c2nnc3sc(CN4CCC5(CC4)OCCO5)cn23)cc1	-1	-17	·	-2.0	1	·	-1	10	4
CC1CCN(C(=O)Cn2c3ccccc3c3nc4n(c(=O)c32)CCS4)CC1	-8	-6	5	-0.8	-3	-7	-3	15	8

Quoted at random: 3 records from the list, in no set order.
SMILES	CHRM5 PAM	CRFR2-BP antag	TAAR1 agonist	CRFBP-R2 agonist	M5 ag	TAAR1 antag	M4 PAM	M5 antag	M1 PAM parental
CCC(CC)C(=O)N1CC(=O)Nc2ccc(Br)cc2C1c1ccccc1 (stereo not drawn)	0	15	-2	-1.9	1	-22	-4	-3	1
O=C(CCCn1cnc2ccccc2c1=O)Nc1ccccc1F	4	2	2	-0.1	-1	-11	-3	-6	3
C/C(=C1/SC(N2CCOCC2)=NC1=O)c1ccc(Cl)cc1	-7	8	11	-1.6	-2	-1	3	2	-1

The listing continues.
SMILES	CHRM5 PAM	CRFR2-BP antag	TAAR1 agonist	CRFBP-R2 agonist	M5 ag	TAAR1 antag	M4 PAM	M5 antag	M1 PAM parental
COc1ccccc1-n1c(SCC(N)=O)nc2sc3c(c2c1=O)CCC3	8	5	0	-1.0	-1	-11	6	3	-2
COCCOc1ccc(C(F)(F)F)cc1NC(=O)COC(=O)C1=COCCO1	-11	-4	5	-0.6	2	6	4	6	0
CCN1CCN(C(c2cccc(OC)c2OC)c2nnnn2Cc2ccco2)CC1 (stereo not drawn)	-2	-12	2	0.2	-6	-9	-4	4	3
COC(=O)c1ccc(CSc2nncn2C)cc1	6	26	5	-6.9	0	10	19	-9	26
Cc1ccc(C(=O)C2CCN(CC(=O)NCc3ccc(F)cc3)CC2)cc1	-1	-1	5	0.7	-3	1	-5	10	8
NC(Cc1ccc(C(F)(F)F)cc1)c1csc(Nc2nncc3ccccc23)n1 (stereo not drawn)	8	·	55*	·	10	36	10	10	6
NC(=O)C(NN=C(c1ccccc1)c1ccccc1)c1ccccc1 (stereo not drawn)	0	11	2	0.3	0	-6	8	2	19
COc1ccc(C(=O)NCCN2CCCC2)cc1OC	9	2	13	0.7	2	-8	18	-5	-7
CCOC(=O)c1[nH]c(COC(=O)c2ccccc2NC(=O)c2ccco2)c(C(=O)OCC)c1C	2	4	-2	1.3	-2	-4	4	-9	15
Cc1ccc(S(=O)CCNC(=O)Cc2ccccc2)cc1 (stereo not drawn)	-1	1	13	-3.8	-3	8	1	6	13

Copied from the list.
Result for Cc1ccc(C(=O)C2CCN(CC(=O)NCc3ccc(F)cc3)CC2)cc1 under CRFBP-R2 agonist: 0.7
Result for CCOC(=O)c1[nH]c(COC(=O)c2ccccc2NC(=O)c2ccco2)c(C(=O)OCC)c1C under M5 antag: -9
Result for CCN1CCN(C(c2cccc(OC)c2OC)c2nnnn2Cc2ccco2)CC1 (stereo not drawn) under M1 PAM parental: 3
Result for COCCOc1ccc(C(F)(F)F)cc1NC(=O)COC(=O)C1=COCCO1 under TAAR1 antag: 6

Later entries.
SMILES	CHRM5 PAM	CRFR2-BP antag	TAAR1 agonist	CRFBP-R2 agonist	M5 ag	TAAR1 antag	M4 PAM	M5 antag	M1 PAM parental
COc1ccc(NC(=O)C/C(C)=N/NC(=O)c2ccccn2)c(OC)c1	-6	4	0	-0.1	-4	7	1	10	1
Cc1ccc(S(=O)(=O)/C(C#N)=C/c2c(N3CC(C)OC(C)C3)nc3ccccn3c2=O)cc1 (stereo not drawn)	-2	17	4	1.8	-1	17	1	2	15
CCOc1ccc(S(=O)(=O)N2CCN(C(=O)COc3ccc(Br)cc3)CC2)cc1	1	5	1	0.5	-5	3	5	7	-10
O=C(COc1ccc(Cl)cc1)NCc1nnc(SCC(=O)Nc2ccccc2F)o1	0	-2	0	-1.9	-3	5	6	2	17
COC(=O)c1ccccc1NC(=S)NC(NC(=O)c1ccco1)C(Cl)(Cl)Cl (stereo not drawn)	-9	12	·	0.3	1	·	-5	4	2
CCOC(=O)c1c(C)oc2c1c(CN1CCN(C(=O)OCC)CC1)c(O)c1ccccc12	-7	-19	4	-1.5	9	12	-4	8	6
Cc1ccc(NC(=O)C(C)OC(=O)COc2cccc(C(F)(F)F)c2)cc1S(=O)(=O)N1CCOCC1 (stereo not drawn)	-10	3	13	2.9	2	15	12	3	-11
Cc1cccc(OCC(=O)Nc2cccc(C(=O)NCC(C)C)c2)c1	-12	1	33	-3.5	6	70*	-4	-3	6
COc1cc(C2=NOC(C(=O)Nc3ccc(C(C)=O)cc3)C2)cc(OC)c1OC (stereo not drawn)	7	2	3	4.2	0	9	15	-15	-7
OCCNc1nc(Nc2ccccc2Cl)nc(N2CCCC2)n1	-3	-6	2	-1.3	2	11	-2	5	-10

Record cards, from the list above.
Listed for `O=C(COc1ccc(Cl)cc1)NCc1nnc(SCC(=O)Nc2ccccc2F)o1` → CHRM5 PAM = 0; CRFR2-BP antag = -2; TAAR1 agonist = 0; CRFBP-R2 agonist = -1.9; M5 ag = -3; TAAR1 antag = 5; M4 PAM = 6; M5 antag = 2; M1 PAM parental = 17
Listed for `Cc1ccc(S(=O)(=O)/C(C#N)=C/c2c(N3CC(C)OC(C)C3)nc3ccccn3c2=O)cc1` (stereo not drawn) → CHRM5 PAM = -2; CRFR2-BP antag = 17; TAAR1 agonist = 4; CRFBP-R2 agonist = 1.8; M5 ag = -1; TAAR1 antag = 17; M4 PAM = 1; M5 antag = 2; M1 PAM parental = 15

Next results.
SMILES	CHRM5 PAM	CRFR2-BP antag	TAAR1 agonist	CRFBP-R2 agonist	M5 ag	TAAR1 antag	M4 PAM	M5 antag	M1 PAM parental
O=C(Nc1cccnc1Cl)c1cccs1	1	0	1	0.1	-1	0	3	-1	13
CCc1nc(N2CCN(C(=O)c3ccccc3)CC2)c2c3c(sc2n1)CCCC3	-15	-14	-2	5.0	-11	41	-12	18	12
Cc1ccc(S(=O)(=O)C2CCCCC2=O)cc1 (stereo not drawn)	2	-18	0	-0.9	-7	11	3	0	26
CCOC(=O)NC(=S)c1ccc[nH]1	-1	17	1	0.7	-1	3	0	2	-2
O=C(CCCC(=O)N(CC(=O)NC1CCCC1)C1CCCC1)Nc1ccccn1	0	4	2	-2.1	1	-3	2	5	1
CCOC(=O)Cn1c(-c2cccnc2Cl)nc2ccccc21	0	2	0	-2.3	-1	12	-3	4	23
CNc1cncc(-c2cccc(C(=O)N(C)C)c2)n1	1	·	2	·	-1	-1	4	0	6
CC(C)c1ccc(CNc2ccc3c(c2)ncn3C)cc1	-6	-20	14	-1.0	0	-7	-6	5	27
CCc1c(C)c2c(C)nn(-c3ccccc3)c2oc1=O	6	18	12	1.9	-4	7	11	0	10
CCCNc1c(NS(=O)(=O)c2ccc(C3CCCCC3)cc2)c(=O)oc2ccccc12	8	-4	·	0.7	4	·	-10	-9	19
CC(C)NC(=O)CN(C(=O)CCC(=O)Nc1nccs1)c1ccc2c(c1)OCO2	2	-3	-2	-0.6	-2	5	1	-3	8
O=C(c1cc(COc2ccc(F)cc2Cl)on1)N1CCc2sccc2C1	-2	-1	0	3.8	-4	37	3	2	6
CC(C)C[C@H](NC(=O)NCc1ccc(Cl)cc1)C(=O)O	3	12	2	0.9	1	-8	2	-1	17
CCOCCCNC(=O)c1cccc(NC(=O)C2=C(C)OCCS2)c1	-8	16	5	-3.3	-5	-16	-4	4	5
COc1ccc(CCNC(=O)COC(=O)c2ccccc2NCCO)cc1OC	-2	-4	1	-0.4	2	8	15	3	21
COc1ccccc1-c1nnc(SCC(=O)c2ccc(C3CCCCC3)cc2)n1Cc1ccco1	-2	3	-2	6.8	-4	-4	-6	4	12
COc1cccc(NC(=O)Cn2cnc3c(oc4nc5c(cc43)CCCC5)c2=O)c1	3	5	3	0.8	1	-14	10	-14	8
CN(CC(=O)Nc1ccc(F)c(F)c1F)C(=O)CCN1C(=O)C2CC=CCC2C1=O (stereo not drawn)	-4	-1	0	-0.1	2	-15	0	-3	-1
COc1cc(NS(=O)(=O)c2ccc(NC(=S)NC(=O)/C=C/c3ccc(F)cc3)cc2)ncn1	7	36	4	-3.7	2	1	-16	-8	26
O=C(Nc1ccccc1)Nc1cccn(Cc2c(F)cccc2Cl)c1=O	-5	-12	15	-0.9	-1	-2	-6	1	2
COc1ccc(C2CC(c3ccccc3)=NN2C(=O)COC(=O)c2ccc(S(C)(=O)=O)cc2)cc1 (stereo not drawn)	7	6	5	-0.5	0	12	6	-2	12
CCCCc1nc2ccccc2n1Cc1nnc2n1-c1ccccc1SC2	-4	12	1	1.6	-2	-3	3	1	16
O=C(CNc1cccc([N+](=O)[O-])c1)N/N=C/c1ccc([N+](=O)[O-])o1	-5	15	3	-0.5	-1	-3	1	5	5
O=C(N/N=C/c1ccco1)c1ccc(NC(=O)c2ccccc2Cl)cc1	-5	15	5	-0.6	-2	-6	3	11	8
CC1SCC(=O)N(CC(=O)Nc2ccc3c(c2)OCO3)C1=O (stereo not drawn)	0	14	0	-2.0	0	9	-6	-2	-11
CCOc1ccc(Cl)cc1CNCCCSc1nc(C)cc(C)n1	-9	28	4	-2.3	-16	-5	-6	4	-5
